Assay outcomes deposited in PubChem by National Center for Advancing Translational Sciences (NCATS).
RGS4 inh: Inhibitors of Regulator of G Protein Signaling (RGS) 4: qHTS; Potency, µM (doses to about 114 µM), for inactives: at the top dose activity change, negative = inhibition, hits mostly inhibitors; AID 504845, 2011; Transcreener GDP fluorescence polarization, RGS4-accelerated GTP hydrolysis; hit rate 0.039% among 390,000; Regulator of G-protein signaling 4 (Homo sapiens), P49798; further: potency means the concentration at half of the fitted maximal effect; on the % scale 0 is the no-effect control and ±100 the full control effect; nearly all actives have a fitted effect of over 75% in size; some results filed as inactive show a strong effect at the top dose
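MLSMR compounds (23 nl, pin-transferred) preincubated 10 min at room temperature with a 500nM (2x) first reagent, then RGS4 at 900nM (2x) plus Transcreener GDP mix added; fluorescence polarization (620/688 nm) read before and after 90 min at 30 °C.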
ERG-DNA inh: qHTS for Small Molecule Inhibitors of the ERG Ets/DNA interaction; Transcriptional regulator ERG (Homo sapiens), P11308; fluorescence polarization, His-ERG Ets domain / labelled DNA; hit rate 0.028% among 370,000; AID 624246, 2012; Potency, µM (highest dose often 76.9 µM), for inactives: at the highest dose FP activity, negative = inhibition, most hits filed as inhibitors; active means well fitted inhibition curve with a large enough effect in the polarisation, with a control signal flat; inconclusive means small, poorly fitted or top-dose-only effect, or effect the other way, or a change in a side signal; inactive means no such curve, though single readings can be large or run the other way; the % refers to the polarisation;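 further: polarization taken with two DNA probes labelled with fluorescein and Texas red; potency means the concentration at half of the fitted maximal effect; % of control where 0% means no effect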
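His-tagged ERG Ets domain (1 uM in the protein solution; 300mM KCl, 50mM Tris-HCl, 1mM EDTA, 1mM DTT, pH 7.5) received compound, then a probe mix of 5 nM fluorescein-DNA and 100nM Texas-615-DNA. Fluorescence polarization was read for both dyes.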
ALOX12 inh: Primary qHTS assay for inhibitors of human arachidonate 12S-lipoxygenase (ALOX12): Round 2; Polyunsaturated fatty acid lipoxygenase ALOX12 (Homo sapiens), P18054; purified 12hLO, xylenol orange hydroperoxide absorbance; Potency, µM (highest dose often 108 µM), without a hit: at the top dose activity change, negative = inhibition, hits mostly inhibitors; hit rate 1.1% among 580,000; AID 1671190, 2021; further: potency means the concentration at half of the fitted maximal effect; on the % scale 0 is the no-effect control and ±100 the full control effect
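Hydroperoxide product was detected by ferrous iron/xylenol orange as the 573 to 405 nm absorbance ratio. Arachidonic acid at 40 uM (final) was turned over for 30 min at room temperature by 150 nM human 12hLO, pH 7.0 Hepes buffer, after 15 min compound preincubation.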
PI4K2A inh: qHTS for small molecular inhibitors of PI4K2A; purified PI4K2A, ADP-Glo luminescence, 1 h; active compounds read low; hit rate 0.13% among 420,000; activity change, negative = inhibition, % at 76.9 µM; Phosphatidylinositol 4-kinase type 2-alpha (Homo sapiens), Q9BTU6; in the data active means activity change below about -50%; inconclusive means mostly about -30% to -49%;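 further: -100% = wells without enzyme as full effect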
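In this quantitative HTS, ADP production by PI4K2A was quantified luminescently after 1 h at ambient temperature; 100 microM adenosine served as plate-quality control.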
G9a block: qHTS Assay for Inhibitors of Histone Lysine Methyltransferase G9a | hit rate 8.8% among 350,000 | G9a H3K9 monomethylation, AlphaScreen, 2 h | AID 504332, 2011 | Potency, µM (highest dose often 102 µM), for the others: at the highest dose activity, negative = inhibition, actives largely listed as inhibitors; further: potency means the concentration at half of the fitted maximal effect; on the % scale 0 is the no-effect control and ±100 the full control effect; nearly all actives have a fitted effect of over 75% in size
Target sequence (Q96KQ7 913-1193 limits assumed): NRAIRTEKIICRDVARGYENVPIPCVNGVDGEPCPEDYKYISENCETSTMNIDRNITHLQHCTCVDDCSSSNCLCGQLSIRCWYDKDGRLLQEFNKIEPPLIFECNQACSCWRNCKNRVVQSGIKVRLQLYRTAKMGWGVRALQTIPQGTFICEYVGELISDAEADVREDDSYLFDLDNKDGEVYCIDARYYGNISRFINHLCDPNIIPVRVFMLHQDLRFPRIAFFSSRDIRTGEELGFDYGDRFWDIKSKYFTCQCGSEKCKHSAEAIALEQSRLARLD
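Compounds were preincubated with 20 nM G9a for 15 min, after which biotinylated H3K9 peptide (500 nM) and SAM (20 uM) started a 2 h room-temperature reaction. Monomethylated product was quantified by antibody-based AlphaScreen chemiluminescence.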
HP1b chromo inh: HTS for Inhibitors of HP1-beta Chromodomain Interactions with Methylated Histone Tails; AlphaScreen HP1-beta / biotin-H3K9me3 peptide binding; AID 540317, 2011; hit rate 0.56% among 390,000; Potency, µM (series often up to 114 µM), inactives show at the highest dose activity change, negative = inhibition, hits mostly inhibitors; further: potency means the concentration at half of the fitted maximal effect; nearly all actives have a fitted effect of over 70% in size; inactives centre near 23
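HP1-beta protein (50 nM final) preincubated 30 min at room temperature with biotinylated H3(1-18)K9me3 peptide (50 nM) in PBS pH 7.4, 0.01% Tween-20, then compound added for 30 min. AlphaScreen streptavidin donor/nickel chelate acceptor beads (10 ug/mL final), 30 min dark, luminescence read.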
GLS inhibitor: qHTS for Inhibitors of Glutaminase (GLS) | AID 624170, 2012 | hit rate 0.21% among 410,000 | GLS enzymatic activity, qHTS titration | Glutaminase kidney isoform, mitochondrial (Homo sapiens), O94925 | Potency, µM (top dose mostly 45.5 µM), for inactives: at the highest dose activity change, negative = inhibition, hits mostly inhibitors; further: potency means the concentration at half of the fitted maximal effect; on the % scale 0 is the no-effect control and ±100 the full control effect
Target sequence (O94925 whole entry, looked up, canonical isoform): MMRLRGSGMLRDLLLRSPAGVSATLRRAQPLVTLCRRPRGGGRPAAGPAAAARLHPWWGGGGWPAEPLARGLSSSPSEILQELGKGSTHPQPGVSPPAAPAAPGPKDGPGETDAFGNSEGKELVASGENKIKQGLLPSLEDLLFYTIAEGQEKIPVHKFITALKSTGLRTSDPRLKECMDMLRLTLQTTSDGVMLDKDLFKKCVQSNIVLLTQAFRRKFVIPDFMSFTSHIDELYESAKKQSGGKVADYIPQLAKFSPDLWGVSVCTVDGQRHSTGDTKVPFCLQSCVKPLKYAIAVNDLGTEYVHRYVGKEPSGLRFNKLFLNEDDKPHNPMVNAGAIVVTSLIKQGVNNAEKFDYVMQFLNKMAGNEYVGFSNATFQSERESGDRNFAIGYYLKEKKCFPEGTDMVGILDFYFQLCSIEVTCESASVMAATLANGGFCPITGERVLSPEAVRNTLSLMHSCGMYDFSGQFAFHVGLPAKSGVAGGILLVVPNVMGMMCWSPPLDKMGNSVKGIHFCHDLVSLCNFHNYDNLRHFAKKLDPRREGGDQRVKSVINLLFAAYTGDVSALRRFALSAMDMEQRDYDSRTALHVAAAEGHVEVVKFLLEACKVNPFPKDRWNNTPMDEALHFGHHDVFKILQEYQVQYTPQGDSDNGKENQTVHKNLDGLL
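Compounds were pin-transferred onto hKGA, after which L-glutamine (1 mM solution) and a detection mix of glutamate oxidase, HRP and Amplex Red were added. Initial and 30 min RT fluorescence reads were collected.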
JMJD2A Tudor: qHTS Assay for Inhibitors of JMJD2A-Tudor Domain; Lysine-specific demethylase 4A (Homo sapiens), O75164; AlphaScreen JMJD2A-Tudor / H3K4me3 peptide binding; hit rate 4.4% among 390,000; Potency, µM (top dose mostly 114 µM), inactives show at the top dose activity change, negative = inhibition, actives largely listed as inhibitors; further: potency means the concentration at half of the fitted maximal effect; on the % scale 0 is the no-effect control and ±100 the full control effect; nearly all actives have a fitted effect of over 50% in size
BAZ2B inh: qHTS Assay for Inhibitors of BAZ2B; Potency, µM (highest dose often 114 µM), without a hit: top-dose activity change, negative = inhibition, most hits filed as inhibitors; AlphaScreen BAZ2B-H3K14Ac peptide displacement; AID 504333, 2011; hit rate 4.4% among 360,000; further: potency means the concentration at half of the fitted maximal effect; on the % scale 0 is the no-effect control and ±100 the full control effect; nearly all actives have a fitted effect of over 60% in size
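Compounds, titrated to a top concentration of 110 uM, were incubated 30 min at room temperature with preformed BAZ2B/acetyl-K14 H3 peptide complex (50 nM each). Proximity signal was measured by AlphaScreen after 20 min with beads.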
The depositor's hits bear a star; ? = inconclusive; / = not tested or not shown; & = joins results of further samples; [ ] = another dose, or the depositor's remark. Unless noted, the call rests on the fitted dose curve; in most records, active means well fitted curve in the direction sought with a large enough effect; inconclusive means small, poorly fitted or top-dose-only effect, or another doubt; inactive means no such curve, though single readings can be large; an effect the other way counts as inactive or inconclusive. This is a subset, so the mix of outcomes need not match the whole.

SMILES	RGS4 inh	ERG-DNA inh	ALOX12 inh	PI4K2A inh	G9a block	HP1b chromo inh	GLS inhibitor	JMJD2A Tudor	BAZ2B inh
CC(C)CC(=O)NCCCN1CCN(CCCNC(=O)CC(C)C)CC1	35%	-3%	0%	3	10%[59 µM]	16%	-1%	-10%	-3%
CCN1CCN(C(=O)c2cc(COc3ccc(C(C)=O)cc3OC)on2)CC1	40%	7%	0%	-4	?	50%[activator]	-1%	1%	-4%
CCOc1ccc(N2CC(C)Cn3c2nc2c3c(=O)n(Cc3c(F)cccc3Cl)c(=O)n2C)cc1 (stereo not drawn)	-14%	1%	0%	-10	?	46%[activator]	3%	5%	-2%
CC1N=C2c3ccccc3N=C(SCC(=O)NCCc3ccc(Cl)cc3)N2C1=O (stereo not drawn)	-4%	-1%	-22%	1	5%[12.7 µM]	27%	-21%	-1%	-15%
O=C(COC(=O)c1cc2ccccc2cc1O)NC1CCCCC1	-32%	/	-25%	6	/	28%	-4%	-3%	/
O=c1cc(-c2ccccc2)nc(SCc2ccccc2)[nH]1	9%	-5%	0%	1	-38%[12.7 µM]	26%	5%	6%	4%
O=C(NCCCN1CCOCC1)c1cc(Cl)ccc1OCc1ccccc1	-44%	15%	0%	-7	34%	21%	-7%	-2%	-25%
CCOC(=O)c1c(NC(=O)/C=C/c2ccc(OCC)c(OC)c2)sc2c1CCC2	4%	-2%	-4%	1	28%[59 µM]	39%	5%	10%	0%
CC(C)c1ccc(NC(=O)CN2C(=O)COc3ccc(S(=O)(=O)Nc4ccccc4)cc32)cc1	19%	-3%	-20%	3	-24%[59 µM]	-16%	-3%	-32%	?
O=[N+]([O-])c1ccc(S(=O)(=O)NN=Cc2ccc3c(c2)OCO3)cc1	19%	2%	-18%	-2	/	0%	6%	-27%	/
Cc1cccc(NC(=S)N(Cc2ccc(Cl)cc2)Cc2ccc(C(=O)O)cc2)c1	19%	-3%	0%	-2	-45%	18%	0%	-15%	1%
Cc1ccccc1CSc1nnc(-c2ccccn2)n1N	-6%	-8%	-23%	-5	-47%	13%	5%	32µM*	28µM*
CCc1ccc2oc(-c3ccc(OC)cc3)cc(=Nc3c(C)n(C)n(-c4ccccc4)c3=O)c2c1	-8%	3%	?	-24	25µM*	?	20%	?	40µM*
COc1ccc(Cn2c(CCC(=O)Nc3ccccc3OC)nc3cccnc32)cc1	18%&17%	4%&11%	1%&-23%	-5&-2	-28%	6%&18%	6%&-7%	-15%&-4%	-11%
CC(=O)Nc1ccc(NC(=O)CCCSc2nc3ccccc3[nH]2)cc1	-1%	6%	?	0	10%[12.7 µM]	10%	0%	-5%	-17%
Fc1ccc(Cn2ccc(-c3cnc(-c4ccccc4)s3)n2)cc1	34%	-2%	0%	0	44%	249%[activator]	-3%	263%[activator]	19%
Cc1cccc(OCc2nc(C)cc(=O)[nH]2)c1	-18%	14%	0%	-6	3%[59 µM]	41%[activator]	-2%	-4%	0%
CCOCc1nnc(NC(=O)CCC2CCCCC2)s1	-1%	7%	-23%	-3	15%[0.501 µM]	15%	1%	-3%	9%
CCCCNC(=S)NNC(=O)c1ccncc1	66%[activator]	-13%	49%[activator]	-4	4%	46%[activator]	21%	-12%	-4%
C[C@H](CO)NC(=O)[C@H](C)[C@@H]1C[C@@]1(C)[C@@H](NC(=O)OCc1ccccc1)c1ccccc1	9%	15%	2%	5	-3%	22%	-9%	-14%	1%
CN(CC(O)Cn1cnc2c1c(=O)n(C)c(=O)n2C)c1ccccc1 (stereo not drawn)	-3%	-7%	3%	-2	2%	-2%	-15%	-23%	-11%
COC(=O)c1cccc2c(C(=O)O)cc(-c3ccccc3)nc12	-3%	11%	-1%	5	/	45%[activator]	-1%	-3%	/
Cc1oc2cc3oc(=O)c(CCC(=O)NCCc4ccccc4F)c(C)c3cc2c1C	6%	16%	-9%	6	3%[59 µM]	11%	3%	-14%	-6%
COc1ccc(C(=O)Nc2ccc(C(=O)OCC(=O)c3ccccc3)cc2)cc1	3%	2%	0%	8	24%	21%	-3%	-5%	5%
CC(=O)c1c(C)[nH]c(C(=O)COC(=O)COc2ccccc2F)c1C	16%	-4%	-2%	-2	?	30%	2%	-13%	?

3 compounds out of the list above, sorted by the number in GLS inhibitor, smallest number first.
| mol | GLS inhibitor |
| --- | --- |
| Fc1ccc(Cn2ccc(-c3cnc(-c4ccccc4)s3)n2)cc1 | -3% |
| Cc1cccc(OCc2nc(C)cc(=O)[nH]2)c1 | -2% |
| Cc1oc2cc3oc(=O)c(CCC(=O)NCCc4ccccc4F)c(C)c3cc2c1C | 3% |

(listing goes on)
SMILES	RGS4 inh	ERG-DNA inh	ALOX12 inh	PI4K2A inh	G9a block	HP1b chromo inh	GLS inhibitor	JMJD2A Tudor	BAZ2B inh
CCn1c(C(=O)NCc2ccc(C)cc2)cc2sc(Cl)cc21	1%	6%	0%	0	19%[59 µM]	56%[activator]	6%	5%	9%
CSc1nnc(C(C)(C)C)c(=O)n1/N=C/c1ccccc1	-7%	2%[15.4 µM]	0%	3	?	31%	0%	-3%	-4%
CC(=O)NC1(c2ccc(F)cc2)CCN(C(=O)c2c(F)cccc2F)CC1	-7%	3%	3%	-3	-3%[59 µM]	33%	-11%	3%	-17%
Cc1cccn2cc(CNC(=O)C3CCCCC3)nc12	-17%	-1%	155%[activator]	1	1%[59 µM]	15%	-6%	-18%	-3%
CC[N+](CC)(CC#Cc1ccccc1)CC#Cc1ccccc1	23%	-6%	19%	0	-29%	30%	-3%	3%	-1%
COc1ccccc1C(=O)NC1(C(F)(F)F)C(=O)Nc2c1c(=O)[nH]c(=O)n2CCc1ccccc1 (stereo not drawn)	-23%	-24%	-5%	1	-7%[59 µM]	20%	-8%	-4%	-27%
COc1ccc(OC)c(NS(=O)(=O)c2ccc(NC(=O)C3COc4ccccc4O3)cc2)c1 (stereo not drawn)	12%	/	-15%	1	-36%[59 µM]	-3%	25%	-28%	-13%
CCN(CC)S(=O)(=O)c1ccc(NC(=O)CCNC(=O)c2ccccc2)cc1	26%	-7%	0%	-9	6%	33%	10%	1%	-20%
O=C(COC(=O)CNC(=O)c1ccco1)Nc1ccc(F)cc1	14%	3%	0%	-5	1%	24%	3%	-9%	-2%
CCCOc1ccc(Oc2nc(-c3ccncc3)nc3ccccc23)cc1	-2%	10%	0%	-1	/	19%	1%	1%	-1%
Cc1cccc(NS(=O)(=O)c2ccc3c(c2)OCCO3)c1	3%	/	?	-3	?	8%	5%	-8%	-15%
Cc1cc(NC(=O)c2cccc(S(=O)(=O)N3CCOCC3)c2)c2ccccc2n1	-19%	1%	429%[activator]	-3	-4%	43%[activator]	0%	1%	18%
CC(NC(=S)NC1CCC(C(C)(C)C)CC1)c1ccccc1 (stereo not drawn)	21%	0%	?	0	82%[activator]	42%[activator]	-5%	-12%	-26%
C=CCNC(=O)c1ccc(NC(=O)CC2SC(N3CCCC3)=NC2=O)cc1 (stereo not drawn)	18%	-5%	?	3	-6%[0.501 µM]	10%	2%	-10%	0%
Cc1ccc2nc(N(Cc3cccnc3)C(=O)CCS(=O)(=O)c3ccccc3)sc2c1	1%	3%	?	1	11%[59 µM]	23%	3%	-7%	-7%
CC(C)(C)N(C=C(Cl)Cl)C(=O)NC1CCCCC1	-26%	11%	0%	-6	2%[59 µM]	26%	-11%	3%	1%
Cc1cc(N2C(=O)C3C4CCC(C4)C3C2=O)no1 (stereo not drawn)	11%	-8%	-5%	-2	11%	26%	4%	-6%	-2%
CN1CCN(C2=CC3=CC(=C(C#N)C#N)CCC3CC2)CC1 (stereo not drawn)	-1%	102%[activator]	/	-4	?	1%	-13%	-21%	?
COC(=O)c1cn(Cc2ccccn2)c(=O)c2ccccc12	10%	1%	-7%	-5	12%	33%	3%	2%	-1%
CCC(C)(C)NC(=O)c1cc(C(=O)OC)cc([N+](=O)[O-])c1	17%	2%	-41%	4	22%[12.7 µM]	22%	/	13%	8%
CN(c1ccccc1C(=O)Nc1cccnc1)S(C)(=O)=O	28%	-2%	16%	-3	14%[59 µM]	24%	-7%	3%	0%
O=C(Nc1ccccc1)c1ccc(S(=O)(=O)NCc2ccco2)cc1	-21%	1%	0%	2	-27%[59 µM]	11%	0%	-15%	-2%

Some entries already given with just BAZ2B inh:
compound | BAZ2B inh
Cc1ccc2nc(N(Cc3cccnc3)C(=O)CCS(=O)(=O)c3ccccc3)sc2c1 | -7%
CC(C)(C)N(C=C(Cl)Cl)C(=O)NC1CCCCC1 | 1%
